Screening results deposited in PubChem BioAssay by National Center for Advancing Translational Sciences (NCATS).
GLS inhibitor: inhibitors of human glutaminase (GLS); O94925; 0.21% of 410,000 active; Potency, µM (doses to about 45.5 µM), for the others: at the top dose activity change, negative = inhibition, usual class: inhibitors; GLS enzymatic activity, qHTS titration; note: potency is the fitted concentration of half-maximal effect; % is set by controls: 0 for no effect and ±100 for the full control effect
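Glutamate formation by hKGA was monitored fluorometrically using coupled glutamate oxidase, HRP and Amplex Red. Substrate was added as 1 mM L-glutamine solution; incubation was 30 min at RT after an initial read.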
USP1 inh: blocks the human USP1/UAF1 deubiquitinase complex; recombinant USP1/UAF1, Ub-Rhodamine cleavage fluorescence; Potency, µM (titrated, usually from 57.1 µM), without a hit: top-dose activity change, negative = inhibition, hits mostly inhibitors; 0.23% of 390,000 active; AID 743255; note: potency is the fitted concentration of half-maximal effect; % is set by controls: 0 for no effect and ±100 for the full control effect; nearly all actives have a fitted effect of over 60% in size; inactives centre near -12
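USP1/UAF1 complex (1 nM) preincubated 15 min at room temperature with compound, then Ub-Rho substrate (150 nM final) added. Kinetic fluorescence at 480/540 nm over 6 reads at 60 s intervals; 50 mM HEPES pH 7.8, 0.5 mM EDTA, 0.1 mg/ml BSA, 1 mM TCEP, 0.01% Tween-20.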
PI4K2A block: inhibitors of human PI4K2A | 0.13% of 420,000 active | activity change, negative = inhibition, % at 76.9 µM | purified PI4K2A, ADP-Glo luminescence, 1 h; hits give low values | AID 1346378; in the data active = activity change below about -50%; inconclusive = mostly about -30% to -49%;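 note: -100% = wells without enzyme as full effect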
Target sequence (Q9BTU6 whole entry, looked up): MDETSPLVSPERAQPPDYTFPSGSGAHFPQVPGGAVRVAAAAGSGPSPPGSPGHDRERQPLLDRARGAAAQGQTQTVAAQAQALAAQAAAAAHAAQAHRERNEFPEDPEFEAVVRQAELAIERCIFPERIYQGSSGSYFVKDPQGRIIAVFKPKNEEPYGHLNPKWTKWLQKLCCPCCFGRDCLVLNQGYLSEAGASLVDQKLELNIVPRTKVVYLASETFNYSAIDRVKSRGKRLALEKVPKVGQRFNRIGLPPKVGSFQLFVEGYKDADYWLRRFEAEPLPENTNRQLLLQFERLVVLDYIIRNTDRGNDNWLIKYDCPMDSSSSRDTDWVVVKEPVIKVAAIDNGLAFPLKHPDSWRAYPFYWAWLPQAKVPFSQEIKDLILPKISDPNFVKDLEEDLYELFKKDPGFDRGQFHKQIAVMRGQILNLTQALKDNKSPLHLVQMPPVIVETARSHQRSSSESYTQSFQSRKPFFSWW
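In this quantitative HTS, ADP production by PI4K2A was quantified luminescently after 1 h at ambient temperature; 100 microM adenosine served as plate-quality control.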
rTrxR1 inhibitor: rat TrxR1 inhibition | O89049 | recombinant rTrxR1, NADPH fluorescence consumption, selenite substrate | Potency, µM (titrated, usually from 114 µM), inactives show top-dose activity change, negative = inhibition, hits mostly inhibitors | 1% of 390,000 active | AID 588453; note: potency is the fitted concentration of half-maximal effect; % is set by controls: 0 for no effect and ±100 for the full control effect; nearly all actives have a fitted effect of over 65% in size
Target sequence (O89049 whole entry, looked up): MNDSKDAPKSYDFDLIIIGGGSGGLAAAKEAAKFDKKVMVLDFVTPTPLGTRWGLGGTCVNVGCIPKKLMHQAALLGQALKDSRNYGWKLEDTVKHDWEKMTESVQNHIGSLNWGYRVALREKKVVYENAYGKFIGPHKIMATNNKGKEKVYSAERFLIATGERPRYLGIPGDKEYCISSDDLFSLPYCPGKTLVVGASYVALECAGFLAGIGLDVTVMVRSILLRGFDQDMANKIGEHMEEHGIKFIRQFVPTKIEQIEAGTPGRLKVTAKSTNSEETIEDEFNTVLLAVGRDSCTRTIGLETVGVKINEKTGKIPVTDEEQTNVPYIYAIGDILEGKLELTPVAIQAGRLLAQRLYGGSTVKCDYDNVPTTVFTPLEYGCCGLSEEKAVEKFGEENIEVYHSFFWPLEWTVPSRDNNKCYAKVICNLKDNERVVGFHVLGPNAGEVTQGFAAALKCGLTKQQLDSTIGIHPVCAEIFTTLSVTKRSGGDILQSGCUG
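Rat TrxR1 (90 nM in the dispensed reagent) was pre-reduced with 400 uM NADPH for 5 min at room temperature, then incubated with compound for 15 min. After 400 uM selenite was added, NADPH fluorescence (Ex 340/Em 450 nm) was followed for 8 min.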
Pin1 inhibitor: inhibitors of human Pin1 | Q13526 | Pin1 FP peptide displacement, HiFluor488, 10 min | Potency, µM (doses to about 115 µM), inactives show at the highest dose activity, negative = inhibition, hits mostly inhibitors | 0.009% of 390,000 active; active = well fitted inhibition curve with a large enough effect in the polarisation, with a control signal flat, not every such curve was filed as active; inconclusive = small, poorly fitted or top-dose-only effect, or effect the other way, or a change in a side signal; inactive = no such curve, though single readings can be large or run the other way; the % refers to the polarisation; note: potency is the fitted concentration of half-maximal effect; % is set by controls: 0 for no effect and ±100 for the full control effect
HP1b binding inh: inhibitors of HP1-beta chromodomain binding to methylated histone tails. AlphaScreen HP1-beta / biotin-H3K9me3 peptide binding. Potency, µM (top dose mostly 114 µM), for the others: at the top dose activity change, negative = inhibition, actives largely listed as inhibitors. 0.56% of 390,000 active; note: potency is the fitted concentration of half-maximal effect; nearly all actives have a fitted effect of over 70% in size; inactives centre near 23
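Compound inhibition of the preformed complex between 50 nM HP1-beta and 50 nM biotinylated H3K9me3 peptide was read by AlphaScreen. Buffer was PBS pH 7.4 with 0.01% Tween-20. Incubations ran 30 min at room temperature, with 10 ug/mL donor/acceptor beads.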
mIDH1 inhibitor: blocks human mutant IDH1 R132H enzyme; Potency, µM (top dose mostly 76.6 µM), for the others: at the highest dose activity change, negative = inhibition, hits mostly inhibitors; O75874; IDH1-R132H enzyme, NADPH consumption, diaphorase/resazurin fluorescence; 0.093% of 390,000 active; note: potency is the fitted concentration of half-maximal effect; % is set by controls: 0 for no effect and ±100 for the full control effect; nearly all actives have a fitted effect of over 65% in size
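IDH1-R132H (0.5 ug/mL) preincubated 30 min with compound, then NADPH (0.016 mM) and alpha-KG (2 mM) added; 80 min at RT, pH 7.5. Remaining NADPH coupled via diaphorase/resazurin to fluorescence (540/590 nm); concentration-response curves normalized to no-enzyme control.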
TrxR1 substrate: is turned over as a substrate by rat TrxR1 | O89049 | purified TrxR1 substrate turnover, NADPH consumption readout | Potency, µM (doses to about 114 µM), for inactives: at the top dose activity change, negative = substrate turnover | 0.01% of 390,000 active; note: potency is the fitted concentration of half-maximal effect; % is set by controls: 0 for no effect and ±100 for the full control effect; nearly all actives have a fitted effect of over 50% in size
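Rat TrxR1, dispensed at 90 nM, was prereduced with 400 uM NADPH (final) for 5 min at ~22 deg C, then incubated with compound 15 min before 400 uM selenite. A first-read NADPH fluorescence drop versus no-compound background flagged substrates.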
PGK inhibitor: blocks T. brucei phosphoglycerate kinase; PGK/GAPDH coupled, Kinase-Glo luminescence, 60 min; 0.043% of 380,000 active; Potency, µM (series often up to 57.5 µM), without a hit: at the top dose activity change, negative = inhibition, actives largely listed as inhibitors; P07378; note: potency is the fitted concentration of half-maximal effect; % is set by controls: 0 for no effect and ±100 for the full control effect; nearly all actives have a fitted effect of over 60% in size
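Luminescent ATP detection (Kinase-Glo Plus) follows a 60-minute room-temperature incubation, with wells lacking PGK as controls. Buffer: 100 mM TEA (pH 7.6), 5 mM MgCl2, 0.01% Tween-20. Coupling enzyme GAPDH (100 nM final) supplies unstable 1,3-BPG in-well.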
Numbers without * were called inactive; i = inactive; ? = inconclusive; . = no result given; [ ] = dose if it differs, or a comment. Unless noted, calls come from the whole dose curve; as a rule, active = well fitted curve in the direction sought with a large enough effect; inconclusive = small, poorly fitted or top-dose-only effect, or another doubt; inactive = no such curve, though single readings can be large; an effect the other way counts as inactive or inconclusive.

Every second line gives: HP1b binding inh | USP1 inh | TrxR1 substrate | Pin1 inhibitor | mIDH1 inhibitor | PI4K2A block | PGK inhibitor | rTrxR1 inhibitor | GLS inhibitor
- COc1ccccc1N1CCN(C(=O)CCc2nnc3ccc(N4CCCC4)nn23)CC1
    -14.0% | -21.6% | -0.4% | -2.5% | 12.3% | 1.6 | -5.4% | -0.5% | 4.7%
- CCOc1cc(C(=O)NCc2ccco2)cc(OCC)c1OCC
    7.3% | -16.1% | 11.7% | 1.1% | 6.6% | -3.7 | -6.2% | 17.9% | 2.1%
- Cc1cccc(C(=O)NNC(=O)c2ccc(Br)cc2)c1
    21.5% | -14.0% | -7.2%[57.1 µM] | 6.7% | 6.5% | -1.3 | i | 21.6%[57.1 µM] | -15.3%
- CCN(CC(=O)NCc1cccs1)C(=O)c1ccc(S(=O)(=O)N(CC)c2ccccc2)cc1
    14.4% | -28.0% | 2.7% | -4.8% | -9.0% | 7.1 | -0.7% | 12.3% | -2.8%
- O=C(CSc1nnc(-c2ccc([N+](=O)[O-])cc2)o1)Nc1ccccn1
    102.3%[activator] | -21.3% | 4.2% | -3.1% | 6.8% | -3.3 | i | 25.8% | -7.3%
- COc1ccccc1-c1noc2ncnc(Nc3ccc4c(c3)OCO4)c12
    15.4% | -19.2% | -0.3% | -3.8% | 22.7% | 0.9 | -8.1% | 2.3% | 3.7%
- COc1cc(NS(=O)(=O)c2ccc(N/C=C(\C=O)c3nc4cc(Cl)ccc4o3)cc2)nc(OC)n1
    16.5% | ? | 9.1%[57.1 µM] | ? | 6.0% | -4.0 | i | 5.7%[57.1 µM] | 1.7%
- S=C(NCC1CCCO1)c1ccc(Br)cc1 (stereo unspecified)
    ? | -5.3% | -5.5% | -1.5% | -3.5% | -3.6 | -2.1% | -11.9%[57.1 µM] | 19.5%
- Cc1ccc(NS(=O)(=O)c2cccs2)c(C)c1
    23.3% | -17.6% | -0.7% | -6.5% | 2.8% | 3.5 | -7.4% | 11.5% | -9.4%
- O=C(c1cccc2ccccc12)C1CCCN(C(=O)c2ccc(N3CCOCC3)cc2)C1 (stereo unspecified)
    ? | 2.9% | -2.3% | -3.1% | -3.6% | 4.1 | -17.0% | 6.9%[57.1 µM] | 12.9%
- CCOc1ccc(C(=O)Nc2ccc3oc(-c4ccc(Br)cc4)nc3c2)cc1
    31.2% | -6.1% | -1.0% | 4.2% | -13.7% | -11.1 | 1.1% | -2.2% | 1.8%
- O=C(NCc1ccccc1)C1CC(=O)N(C2CCCCC2)C1 (stereo unspecified)
    12.5% | -12.2% | 10.1% | -3.3% | -2.7% | -2.8 | -5.3% | 32.5% | 1.1%
- CCOP(=O)(O)c1ccccc1OCCOCCOc1ccccc1P(=O)(O)OCC
    27.5% | -22.8% | 4.1% | -7.1% | 2.5% | 0.5 | -9.6% | 17.1% | -12.3%
- COc1ccc(CNC(=O)N2CCN(S(=O)(=O)c3ccc(C)cc3C)CC2)cc1
    24.5% | -9.4% | 0.3% | 2.0% | 24.1% | 2.7 | 8.2% | 9.2% | 2.9%
- COc1ccccc1CNC(=O)Cc1cc(=O)[nH]c(=O)[nH]1
    34.3% | -11.0% | -3.6%[57.1 µM] | -4.4% | 13.4% | -0.6 | -10.4% | 10.9%[57.1 µM] | 0.1%
- COc1ccccc1C(=O)N1CCN(Cc2cccnc2)CC1
    ? | -17.8% | -2.9% | -11.3% | -9.2% | -5.4 | -8.1% | -6.4% | -9.6%
- CC(NC(=O)CCCc1nnc2n(C)c(=O)c3sccc3n12)c1ccccc1 (stereo unspecified)
    51.7%[activator] | -12.0% | 4.6% | -0.1% | -3.4% | 2.5 | i | 26.4% | -17.4%
- COc1cccc(C2(C)NC(=O)N(CC(=O)c3cc(C)n(C4CC4)c3C)C2=O)c1 (stereo unspecified)
    -1.0% | -11.9% | 2.1% | -8.3% | 3.2% | -3.3 | i | 0.7% | 0.2%
- CCCCOC(=O)n1ccc(C(=O)Nc2ccccc2OC)n1
    53.5%[activator] | -8.0% | 5.7% | ? | 0.3% | 3.6 | . | 15.0% | 14.6%
- COc1cccc(/C=C/C(=O)Nc2ccc3nc(N4CCN(C)CC4)cc(C)c3c2)c1OC
    -2.1% | 0.3% | -11.3% | 6.3% | -12.1% | 0.9 | 8.0% | -12.4% | 21.3%
- c1cncc(-c2csc(NCc3ccco3)n2)c1
    -0.1% | 4.6% | -4.1%[57.1 µM] | -1.3% | -4.8% | -8.8 | i | 2.6%[57.1 µM] | 16.6%
- O=S(=O)(c1cccc(-c2nc3ccccc3s2)c1)N1CCCC1
    107.3%[activator] | -17.1% | 5.0% | 16.1% | 5.6% | 5.6 | -7.3% | 11.7% | 3.2%
- Cc1cn([C@H]2C[C@H](O)[C@@H](CNCc3cnc(N4CCOCC4)s3)O2)c(=O)[nH]c1=O
    . | -6.8% | . | . | 1.6% | -4.3 | -0.2% | . | 0.0%
- CCN(CC)S(=O)(=O)c1cc(NC(=O)Cc2ccsc2)ccc1C
    10.9% | -12.2% | -0.7% | -4.0% | 5.5% | -7.1 | 5.0% | 7.1% | -2.3%
- COc1ccc(C(=O)NCc2nnc(SCC(=O)Nc3nc4ccc(C)cc4s3)o2)cc1OC
    27.0% | -0.7% | -10.5% | -0.4% | 8.6% | -5.2 | -4.0% | -2.4% | 7.2%
- CC(=O)Nc1ccccc1OCc1cnc(Cl)s1
    33.4% | -10.6% | 9.0% | -0.2% | -0.5% | 1.4 | -2.1% | 22.3% | -10.0%
- COCCCNS(=O)(=O)c1ccc(S(=O)(=O)N2CCCC2)cc1
    32.5% | -3.4% | -7.1%[57.1 µM] | 3.1% | 6.9% | 4.4 | -3.2% | -10.4%[57.1 µM] | 0.7%
- COc1ccc(C=O)cc1Cn1c(=O)n(CCC(=O)NCc2ccco2)c(=O)c2sccc21
    21.3% | -26.6% | 2.8% | 36.0%[activator] | 0.0% | 3.2 | -1.1% | 23.4% | -1.4%
- CN1C(=O)CSC1=Nc1cccc(Cl)c1
    26.7% | -20.6% | 3.8% | 1.4% | -0.5% | -0.2 | -1.9% | 14.4% | -10.4%
- COc1cc2ccccc2cc1C(=O)Nc1ccc2oc(-c3ccc(F)cc3)nc2c1
    33.8% | -13.4% | 36.1%[activator] | -1.4% | 13.9% | -3.3 | -2.1% | 6.9% | -4.4%
- Cc1ccc(CNC(=O)C2CCC(CNS(=O)(=O)c3cccc4cccnc34)CC2)cc1 (stereo unspecified)
    21.5% | -26.3% | -5.2% | 3.5% | 7.6% | -1.1 | -9.7% | 5.5% | -9.1%
- CC(C)C(=O)N1CCC(n2nccc2NC(=O)CCOc2ccccc2)CC1
    31.6% | -16.5% | 2.0% | 0.0% | -0.3% | 1.3 | -4.4% | 20.9% | 6.1%
- Cc1ccc(S(=O)(=O)NCCn2cnc([N+](=O)[O-])n2)cc1
    25.4% | -8.3% | 0.7% | -3.7% | -6.1% | 2.5 | 5.6% | 4.2% | -2.5%
- CC(C)C(=O)Nc1cccc(C(=O)Nc2ccc(S(=O)(=O)N3CCOCC3)cc2)c1
    -9.0% | -3.3% | 3.2%[57.1 µM] | -2.2% | 6.1% | -4.9 | 0.2% | -1.3%[57.1 µM] | 24.8%
- CC(C)(C)n1ncc2c(=O)n(Cc3ccc(Cl)cc3Cl)cnc21
    14.8% | 3.9% | -6.4% | -1.0% | 1.9% | 2.3 | -4.7% | -0.5% | -2.1%
- COc1cc(C(=O)NCCC(=O)NC(C)CCc2ccccc2)cc(OC)c1OC (stereo unspecified)
    28.2% | -14.7% | -0.1% | -1.5% | -8.6% | 13.0 | -1.3% | -1.2% | -11.1%
- CCc1nc(N)c(C#N)c(-c2ccc(OC)c(OC)c2)c1C
    25.6% | -20.5% | 13.5%[57.1 µM] | 4.4% | 4.2% | 4.7 | -3.7% | 8.2%[57.1 µM] | 11.1%
- Cc1ccc(NC(=O)c2ccnc(C(C)(C)C)c2)cc1
    56.9%[activator] | -6.9% | -2.0% | 1.5% | 7.5% | -0.6 | 11.4% | -0.3% | -0.4%
- COC(=O)CSc1nnc([C@H](Cc2ccccc2)NC(=O)OC(C)(C)C)o1
    26.3% | -12.1% | 0.1% | -1.7% | 0.2% | 3.0 | -3.3% | -3.1% | 0.9%
- CCNc1nc(NC(N)=S)nc(NC(C)(C)C)n1
    ? | -15.4% | -2.9%[57.1 µM] | 2.3% | 0.5% | 8.9 | -6.0% | 14.9%[57.1 µM] | 5.7%
- CC(=O)Nc1ccc(S(=O)(=O)N2CCC(n3c(C)nc4cccnc43)CC2)cc1
    15.1% | -1.4% | 4.3%[57.1 µM] | 8.5% | -8.5% | -2.4 | -4.2% | 16.0%[57.1 µM] | 0.3%

Copied from the results shown (two entries):
Every second line gives: HP1b binding inh | USP1 inh | TrxR1 substrate | Pin1 inhibitor | mIDH1 inhibitor | PI4K2A block | PGK inhibitor | rTrxR1 inhibitor | GLS inhibitor
- CCNc1nc(NC(N)=S)nc(NC(C)(C)C)n1
    ? | -15.4% | -2.9%[57.1 µM] | 2.3% | 0.5% | 8.9 | -6.0% | 14.9%[57.1 µM] | 5.7%
- CC(=O)Nc1ccc(S(=O)(=O)N2CCC(n3c(C)nc4cccnc43)CC2)cc1
    15.1% | -1.4% | 4.3%[57.1 µM] | 8.5% | -8.5% | -2.4 | -4.2% | 16.0%[57.1 µM] | 0.3%

An excerpt; rates above refer to the full screens.
